MC4R antag cAMP = MC4R antagonists of cAMP signaling, primary screen, cell-based, TR-FRET, antagonist arm of biased-ligand search. MC4R-expressing cells, MTII-stimulated cAMP, LANCE TR-FRET. AID 540295, 2011. 0.48% of 360,000 active. inhibition, % at 6.5 µM;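 active means inhibition above its plate's cutoff, the mean of tested wells on that plate plus 3 SD, cut at about 29% in these data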;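 further: 0% = Melanotan II alone and 100% = Melanotan II plus saturating MCL0020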
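Material: human MC4R-expressing U2OS cells. Probe or stimulus: Melanotan II challenge. Dosing: 6.5 µM single dose. Times: 30-min compound, 1-h challenge, 1-h detection, room temperature. Technique: TR-FRET with Eu-cAMP and labeled anti-cAMP, 671 nm. Replication: singlicate.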
SRC1 inh = SRC1 coactivator transcriptional activity inhibitors, primary screen, cell-based, luminescence; Nuclear receptor coactivator 1 (Homo sapiens), Q15788; HEK293 GAL4-SRC1 luciferase reporter; inhibition, % at 3.6 µM; 0.12% of 360,000 active;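 active means inhibition above the campaign mean plus 3 SD, with each screening campaign given its own cutoff, cut at about 60% in these data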;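 further: 0% = DMSO treated cells and 100% = gossypol at 36 µM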
LMP1 NFkB inh = EBV LMP1-driven NF-kappaB luciferase reporter inhibitors, primary screen, cell-based, luminescence, single point; LMP1-induced NF-kappaB luciferase reporter cells; inhibition, % at 12.5 µM; 0.69% of 350,000 active; in the data active means inhibition above about 41%;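 further: 0% = neutral control wells and 100% = reference inhibitor control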
LRH-1 inv ag = LRH-1 (NR5A2) inverse agonists, primary screen, cell-based, luminescence, HEK293T, StAR-luciferase reporter. Nuclear receptor subfamily 5 group A member 2 (Homo sapiens), O00482. LRH-1 transfected, 24 h. inhibition, % at 3.6 µM. 0.13% of 360,000 active;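 active means inhibition above the mean inhibition of all tested compounds plus 3 SD, cut at about 73% in these data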;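 further: 0% = DMSO wells and 100% = reporter-only cells lacking LRH-1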
Target sequence (O00482 whole entry, looked up): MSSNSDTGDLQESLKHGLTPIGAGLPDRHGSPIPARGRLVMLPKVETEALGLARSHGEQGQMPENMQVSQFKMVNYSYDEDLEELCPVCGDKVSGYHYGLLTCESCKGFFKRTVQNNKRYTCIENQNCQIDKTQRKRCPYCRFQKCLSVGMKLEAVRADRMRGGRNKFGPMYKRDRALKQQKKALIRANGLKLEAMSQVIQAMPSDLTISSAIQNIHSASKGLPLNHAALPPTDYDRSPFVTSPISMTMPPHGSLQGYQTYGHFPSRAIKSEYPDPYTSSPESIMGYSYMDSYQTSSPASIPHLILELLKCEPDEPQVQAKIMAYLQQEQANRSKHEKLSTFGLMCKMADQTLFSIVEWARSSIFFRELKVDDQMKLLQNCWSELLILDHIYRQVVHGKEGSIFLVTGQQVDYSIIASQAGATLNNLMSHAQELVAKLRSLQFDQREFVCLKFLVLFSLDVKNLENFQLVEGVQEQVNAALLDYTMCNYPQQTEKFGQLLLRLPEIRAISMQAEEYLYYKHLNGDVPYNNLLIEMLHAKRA
MC4R barr agon = MC4R agonists recruiting beta-arrestin, primary screen, cell-based, luminescence, agonist arm of biased-ligand search; Melanocortin receptor 4 (Homo sapiens), P32245; U2OS MC4R beta-arrestin complementation; percent of melanotan II response, DMSO zero; activation, % at 8.9 µM; 0.98% of 360,000 active; AID 540308, 2011;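 active means activation above a per-plate cutoff, the mean activation of sample wells on that plate plus 3 SD, cut at about 8% in these data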
NOD2 RIPK2 PPI = NOD2-RIPK2 binding disruptors in cells, primary screen, fluorescence, CHO cells, BLA complementation; Receptor-interacting serine/threonine-protein kinase 2 (Homo sapiens), O43353; CCF4 ratio; inhibition, % at 4.98 µM; 0.38% of 360,000 active; AID 624267, 2012; in the data active means inhibition above about 21%;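 further: 0% = vehicle only and 100% = reference blocker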
NR2F2 inh = NR2F2 transcriptional activity inhibitors, primary screen, cell-based, luciferase reporter, HEK293T, luminescence. COUP transcription factor 2 (Homo sapiens), P24468. HEK293T NGFI-A luciferase reporter. inhibition, % at 8.6 µM. 0.7% of 370,000 active. AID 686940, 2013;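 active means inhibition above a per-plate cutoff, mean inhibition of test wells between control levels plus 3 SD, cut at about 38% in these data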;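 further: cells cotransfected with COUP-TFII expression vector driving the NGFI-A reporter; 0% = median of COUP-TF2 test wells and 100% = reporter-only cells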
Target sequence (P24468 whole entry, looked up): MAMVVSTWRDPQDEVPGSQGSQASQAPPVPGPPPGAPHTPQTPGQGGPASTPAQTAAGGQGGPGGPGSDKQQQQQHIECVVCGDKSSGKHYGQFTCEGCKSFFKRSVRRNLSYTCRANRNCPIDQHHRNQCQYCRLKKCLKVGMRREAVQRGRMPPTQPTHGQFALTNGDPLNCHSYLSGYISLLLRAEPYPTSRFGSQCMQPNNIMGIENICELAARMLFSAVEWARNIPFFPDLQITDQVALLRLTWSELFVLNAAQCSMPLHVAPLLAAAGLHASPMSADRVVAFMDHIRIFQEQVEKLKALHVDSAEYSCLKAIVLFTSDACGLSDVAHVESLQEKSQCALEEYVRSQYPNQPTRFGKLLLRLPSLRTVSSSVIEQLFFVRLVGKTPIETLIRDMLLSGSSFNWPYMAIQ
TLR9-MyD88 inh = inhibitors of TLR9-MyD88 association in cells, primary screen, cell-based, CHO, BLA complementation, fluorescence | inhibition, % at 4.98 µM | CCF4 FRET ratio | 0.21% of 340,000 active;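 active means inhibition above the mean over all tested compounds plus 3 SD, cut at about 21% in these data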;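 further: 0% = DMSO only wells and 100% = clavulanate BLA inhibitor control wells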
NCOA2 inhibitor = inhibition of GAL4-SRC2 driven luciferase reporter, primary screen, SRC2 inhibitor project, cell-based, luminescence; HEK293 GAL4-SRC2 luciferase reporter; inhibition, % at 9 µM; AID 651957, 2012; 0.17% of 370,000 active;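 active means inhibition above the mean inhibition of all tested compounds plus 3 SD, set per campaign, cut at about 52% in these data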;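 further: 0% = DMSO treated cells and 100% = cells given Gossypol at 36 µM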
NCOA3 inh = SRC3 coactivator transcriptional activity inhibitors, primary screen, cell-based, luminescence. Nuclear receptor coactivator 3 (Homo sapiens), Q9Y6Q9. HEK293 GAL4-SRC3 luciferase reporter. inhibition, % at 3.6 µM. 0.17% of 360,000 active. AID 588352, 2011;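 active means inhibition above a per-campaign cutoff, the mean of all compounds plus 3 SD, cut at about 60% in these data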;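 further: 0% = DMSO-treated cells and 100% = gossypol-treated cells at 36 µM; higher means less SRC3-driven luciferase light from the GAL4 reporter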
ABHD5-PLIN5 inh = ABHD5-PLIN5 interaction inhibitors, primary screen, cell lysate, split luciferase complementation, luminescence; Perilipin-5 (Homo sapiens) + 1-acylglycerol-3-phosphate O-acyltransferase ABHD5 (Homo …; Split G. princeps luciferase complementation, 4 h; inhibition, % at 4 µM; 0.78% of 360,000 active; AID 602281, 2012;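 active means inhibition above the mean inhibition across every tested compound plus 3 SD, cut at about 22% in these data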;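 further: 0% = DMSO only wells and the 100% control is not disclosed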
Starred values were filed as active, the others as inactive. This is a subset, so the mix of outcomes need not match the whole.

MC4R antag cAMP	SRC1 inh	LMP1 NFkB inh	LRH-1 inv ag	MC4R barr agon	NOD2 RIPK2 PPI	NR2F2 inh	TLR9-MyD88 inh	NCOA2 inhibitor	NCOA3 inh	ABHD5-PLIN5 inh	Compound
8	-4	-6	-24	28*	6	8	-7	-6	16	14	O=C(/C=C/c1cccc(F)c1)OCC(=O)N1CCc2ccccc21
4	1	-3	6	-1.9	-3	10	-7	-1	-5	8	OCCCNc1ncnc2[nH]ncc12
-4	-62	-15	-106	-1.6	1	-29	-4	-46	-65	-8	O=C(NCCc1ccccc1)c1ccco1
-1	-33	3	-1	-0.5	-18	2	6	-32	14	7	COc1ccc(CCNC(=O)C2CC2)cc1
15	-4	1	10	-1.7	-11	-27	5	-34	7	-6	O=C(Nc1c2c(nn1-c1ccc([N+](=O)[O-])cc1)CS(=O)(=O)C2)c1cccs1
3	-151	-24	-159	0.5	-2	-68	8	-68	-69	-17	c1ccc2oc(-c3csc(NCC4CCCO4)n3)cc2c1 (configuration not stated)
14	-2	-4	-11	-1.3	2	-2	-2	13	2	2	COc1ccc2[nH]c(=O)c(CN(c3ccccc3)S(=O)(=O)c3ccccc3)cc2c1
9	-9	-4	-10	1.9	-2	14	-10	14	-26	-4	CC1CCCC(C)N1C(=O)COC(=O)c1ccc(O)cc1 (configuration not stated)
12	-9	5	18	0.8	3	15	6	-9	-1	4	O=C(c1cc2ncccn2n1)N1CCc2c([nH]c3ccccc23)C1c1ccccc1F (configuration not stated)
-6	-32	-21	-64	0.4	-3	-35	-5	-15	-18	6	Cc1ccc2nc(-c3ccc(S(=O)(=O)N4CCCCC4)cc3)cn2c1
-1	-15	0	-21	3.1	-1	-9	-12	-5	-6	5	CCc1ccc(NC(=O)NCC2CCN(Cc3cccc(Cl)c3)CC2)cc1
2	-3	12	-6	-0.9	2	5	0	-6	-9	-5	CCCOc1ccc2ccccc2c1/C=C1\SC(=O)NC1=O
-1	-3	18	0	-0.1	-7	-62	-3	-20	8	-7	CCC(=O)N1c2ccccc2C(N(C(C)=O)c2ccccc2)CC1C (configuration not stated)
5	-4	-1	2	0.8	-6	18	14	-10	4	-2	O=C(CCC(=O)N1CCOc2ccccc21)NC1CCCCCC1
4	-1	4	6	1.3	-8	-4	6	-44	10	0	CC1(C)Cc2noc(N)c2C(C)(C)N1OC(=O)c1ccccc1
0	4	-7	-3	0.6	-18	0	-5	6	-5	1	COc1ccc(C)cc1S(=O)(=O)N1c2ccccc2CC1C (configuration not stated)
6	6	-2	-13	-1.8	-7	12	4	5	-2	2	CC1CCN(Cc2nnnn2-c2cccc([N+](=O)[O-])c2)CC1
-1	10	0	5	-1.2	4	5	-2	-21	-11	-5	Cc1ccc(S(=O)(=O)N2CCN(c3nc(C(C)C)c4c(c3C#N)CC(C)(C)OC4)CC2)cc1
-1	9	15	9	2.6	-4	10	4	6	3	2	COc1cc(NC(=O)C2CCCCC2)c(OC)cc1NC(=O)c1ccco1
25	-8	-10	-16	-0.2	-9	5	-2	-22	5	-5	O=C(Cn1cc(C(F)(F)F)cc(Cl)c1=O)NCCc1ccc(Cl)cc1Cl
4	-4	0	-8	-0.6	-3	2	11	-13	12	-1	Cc1cccc(C)c1NC(=O)C1(N2CCN(C(=O)c3ccco3)CC2)CCCCC1
8	-30	-13	-8	0.2	-8	-7	-4	-10	9	3	Cc1[nH]c2ccccc2c1/C=N/NC(=O)CCC(=O)NCc1ccccc1
3	-30	3	6	1.2	-7	7	-14	-9	19	3	COCCCN1C(=O)C(=O)/C(=C(/O)c2ccc(OC(C)C)c(C)c2)C1c1ccncc1 (configuration not stated)
-2	11	2	0	-0.5	-8	9	3	12	19	5	CC(=O)Nc1ccccc1OCC(=O)NCCc1ccc(Cl)cc1Cl
-2	-12	-8	1	-1.8	-3	0	2	-20	14	-5	COC(=O)C1=C(N)Oc2cc(C)n(CC3CCCO3)c(=O)c2C1c1ccc(Cl)cc1 (configuration not stated)
6	6	-1	-19	2.1	-12	9	-5	19	-6	-8	Fc1cccc(F)c1[B-](F)(F)F
8	-55	-1	2	0.1	-8	20	0	4	-20	4	Cc1ccc(S(=O)(=O)N2CCOCC2)cc1NC(=O)COc1ccc2c(C)cc(=O)oc2c1
7	-11	2	9	-1.1	3	-20	5	0	-10	0	CCN(C(=O)COC(=O)CSc1ccc(C)cc1C)c1c(N)n(Cc2ccccc2)c(=O)[nH]c1=O
11	3	4	-3	-0.5	-2	-8	5	-14	9	7	CSCC[C@H](N)C(=O)NCC1CCC(C(=O)Nc2ccc3c(c2)OCO3)CC1 (some centres not stated)
13	-5	6	6	-0.6	1	-4	-5	9	5	6	O=C1C2CC=CCC2C(=O)N1c1nccs1 (configuration not stated)
4	-13	1	-18	0.9	-8	14	-8	6	16	4	COc1ccccc1CCc1nnc(CCC(=O)N(C)Cc2cccc3ncccc23)o1
-1	-9	1	7	-1.8	-5	10	4	2	11	-1	CCCCn1c(N)c(N(CCOC)C(=O)CSCc2ccc(C)cc2)c(=O)[nH]c1=O
6	-42	-20	-60	1.9	-21	-14	1	-10	-32	-1	O=C(Nc1ccccc1)c1cc2ccccc2[nH]1
4	-3	10	12	-0.4	-9	0	-3	1	-1	0	O=C(O)CSc1c(-c2ccccc2)c2cc(Cl)ccc2[nH]c1=O
5	-19	-2	-31	-2.8	0	-27	-3	-21	7	-5	O=C(Nc1cccc(C(=O)N2CCCCC2)c1)c1ccc(Cl)cc1
5	2	1	-6	0.5	-7	-20	-2	-2	-18	-7	COc1ccc(/C=C/C(=O)O)cc1S(=O)(=O)N1CCc2ccccc21
-3	1	3	-7	-0.3	1	2	5	-4	-1	8	O=C(CSc1ccccn1)Nc1cccc(S(=O)(=O)N2CCCC2)c1
12	-2	0	-3	-1.9	-6	8	3	-8	-3	2	CCOC(=O)c1c(S(=O)(=O)NCCCc2ccco2)c(C)n(C)c1C
6	-9	-13	1	-1.7	8	10	3	6	-21	-20	O=C(NCc1ccccc1)C1=C[C@@H](C2CC2)C[C@@H](OCc2ccc(CO)cc2)O1
4	-2	14	4	0.1	0	3	8	-24	0	0	COc1ccc(C2C(C(=O)NCc3ccccn3)c3cc(OC)c(OC)cc3C(=O)N2C)cc1 (configuration not stated)

Retrieved by compound from the entries so far (2):
MC4R antag cAMP	SRC1 inh	LMP1 NFkB inh	LRH-1 inv ag	MC4R barr agon	NOD2 RIPK2 PPI	NR2F2 inh	TLR9-MyD88 inh	NCOA2 inhibitor	NCOA3 inh	ABHD5-PLIN5 inh	Compound
0	4	-7	-3	0.6	-18	0	-5	6	-5	1	COc1ccc(C)cc1S(=O)(=O)N1c2ccccc2CC1C (configuration not stated)
6	6	-2	-13	-1.8	-7	12	4	5	-2	2	CC1CCN(Cc2nnnn2-c2cccc([N+](=O)[O-])c2)CC1

The list goes on:
MC4R antag cAMP	SRC1 inh	LMP1 NFkB inh	LRH-1 inv ag	MC4R barr agon	NOD2 RIPK2 PPI	NR2F2 inh	TLR9-MyD88 inh	NCOA2 inhibitor	NCOA3 inh	ABHD5-PLIN5 inh	Compound
24	-12	-5	17	0.1	-18	-28	-3	28	-7	-1	CCCOc1ccccc1C(=O)N(Cc1ccco1)C1CCS(=O)(=O)C1 (configuration not stated)
5	9	4	2	0.1	3	4	-14	-3	-10	-17	COc1ccc(NC(=O)CSc2nnc(-c3ccccc3C)n2N)cc1
0	-13	-13	4	-1.1	-17	-6	5	2	1	3	COc1ccc(C)cc1NC(=O)Cc1c(C(=O)O)n(C)c2ccccc12
0	10	-7	0	-1.6	5	4	0	-4	10	-2	Cc1ccc2c(c1)[C@@H]1[C@H](CO2)[C@H](c2ccccc2)[C@]2(C)C(=O)N[C@H](C)C(=O)N12
1	-12	-10	2	-1.1	0	-13	-9	-18	-14	1	O=C(NNc1cccc(Cl)n1)Nc1ccccc1
-2	-7	-11	-30	-2.0	-21	-9	-6	-5	-20	-2	COc1cccc(/C=C(\C#N)c2nc3ccc(C)cc3[nH]2)c1OCC(=O)O
17	2	-7	23	2.7	-4	7	6	14	9	0	CN(CC(=O)Nc1cccc(F)c1)C(=O)/C=C/c1cc(Br)ccc1OC(F)F
12	-4	9	-2	1.6	2	-8	-8	-16	-6	-2	CCOC(=O)c1cc(-c2cc3ccccc3o2)nc2c1c(=O)[nH]c(=O)n2CCOC
-1	-17	-8	-8	-0.3	-1	3	-4	0	10	9	CCc1nc(SCC(=O)NCC2CCCO2)c2oc3ccccc3c2n1 (configuration not stated)
-1	-3	2	1	0.1	0	12	-11	13	15	-8	CCOC(CNC(=O)c1cccn2c(=O)c3cc(Cl)ccc3nc12)OCC
9	-10	-5	3	-1.2	9	0	-5	-8	-14	-4	O=C(Cc1ccccc1)NNC(=O)c1ccccc1C(=O)O
3	-12	-3	3	0.1	-15	-6	-1	30	10	7	CN(C)N1C(N)=C(C#N)C(c2ccc3c(c2)OCO3)C2=C1CCCC2=O (configuration not stated)
4	8	-6	1	-1.6	-7	13	-6	3	-7	5	O=C1CC(N2CCN(c3ccccc3F)CC2)C(=O)N1c1ccc(F)cc1 (configuration not stated)
-1	-10	-7	12	-0.8	-6	11	-6	12	5	-14	CC(CC(=O)Nc1cc(S(=O)(=O)N2CCOCC2)ccc1OCC(F)(F)F)c1ccccc1 (configuration not stated)
4	13	36	11	-1.4	0	-21	2	-17	0	-5	COC(=O)C1(CCSC)NC(c2ccc(O)cc2)C2C(=O)N(c3ccc(F)cc3)C(=O)C21 (configuration not stated)
7	-3	-9	11	0.5	3	-1	5	-29	29	2	COc1ccc(C(=O)Nc2nc(N)n(-c3ccccc3)n2)cc1OC
9	-14	-5	-15	-1.9	-4	-24	-7	3	-17	10	COc1ccc(NC(=O)c2c(F)cccc2F)cc1S(=O)(=O)Nc1ccc(Br)cc1
2	6	1	5	-1.2	13	0	-4	4	7	0	Cc1ccc(CSc2nnc(-c3cccc(S(=O)(=O)N4CCOCC4)c3)n2C2CCCC2)cc1
6	7	3	1	-2.4	-15	-9	8	-10	14	3	Cc1ccc(-c2csc(=Nc3cccnc3)n2CCCN2CCCC2=O)cc1C
7	4	3	-5	-2.7	2	-4	5	-3	-15	-4	CCc1ncc(C(O)c2cccc(OC)c2OC)n1C (configuration not stated)

Screens: PubChem BioAssay, several laboratories
